CHO parental Ca = counter-screen: ATP calcium response change in parental CHO cells; parental CHO-K1, ATP-induced calcium, Fluo-8 fluorescence; inhibition, % at 5.6 µM; 0.63% of 330,000 active;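 active means inhibition above that plate's mean sample inhibition plus 3 SD, cut at about 26% in these data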;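 further: 0% = ATP-challenged DMSO wells and 100% = DMSO wells without ATP; some compounds past the cut are filed as inactive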
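material = parental CHO cells | also added = ATP as calcium-mobilizing challenge | dosing = single point at 5.6 µM | detection = intracellular calcium via Fluo-8 no-wash fluorescent dye | read-out = % inhibition | benchmarks = low control ATP plus DMSO, high control DMSO only | repeats = one well per compound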
CHRM1 agonist = agonists of human M1 muscarinic receptor | 0.33% of 360,000 active | P11229 | CHO-K1 hM1, Fluo-8 calcium fluorescence, agonist mode; 0% DMSO, 100% acetylcholine EC100 | activation, % at 3 µM;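 active means activation above the run's mean compound activation plus 3 SD, cut at about 16% in these data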;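 further: peak over basal fluorescence ratio within a 140 s kinetic read after compound addition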
V1aR counter = V1a receptor agonism, counter-screen for OXTR agonists. P37288. CHO-V1R cells, Fluo-8 calcium fluorescence, agonist mode; 0% DMSO, 100% 3 nM vasopressin. activation, % at 3 µM. 0.25% of 320,000 active;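 active means activation above the mean activation of all tested compounds plus 3 SD, per screening run, cut at about 20% in these data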;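 further: signal is peak over basal fluorescence ratio across a 100 second FLIPR read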
TAAR1 agonist = agonists of human TAAR1 | CHO RD-HGA16 TAAR1, Fluo-8 calcium fluorescence; vehicle wells 0%, saturating PEA agonist 100% | Q96RJ0 | 0.99% of 360,000 active | activation, % at 3 µM;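 active means activation above the mean activation of all test compounds in the run plus 3 SD, cut at about 38% in these data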
Target sequence (Q96RJ0 whole entry, looked up): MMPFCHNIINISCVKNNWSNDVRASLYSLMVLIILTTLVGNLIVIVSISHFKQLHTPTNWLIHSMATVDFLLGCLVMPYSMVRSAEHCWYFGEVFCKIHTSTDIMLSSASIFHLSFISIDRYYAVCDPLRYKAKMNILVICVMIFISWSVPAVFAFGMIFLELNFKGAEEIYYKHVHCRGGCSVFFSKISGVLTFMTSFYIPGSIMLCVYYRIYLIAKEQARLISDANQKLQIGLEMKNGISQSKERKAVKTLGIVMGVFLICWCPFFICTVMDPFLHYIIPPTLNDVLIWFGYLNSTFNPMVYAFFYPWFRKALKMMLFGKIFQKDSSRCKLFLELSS
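System: CHO RD-HGA16 cells carrying human TAAR1 plus Gα16; Incubation: 17-24 h seeding, 75 min 37 °C dye, 30 min RT; Measured by: Fluo-8 fluorescence, 5 s baseline then 140 s kinetic read; Control set: DMSO and PEA EC100; Replication: single well for each compound.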
OXTR potentiate = potentiates the human oxytocin receptor response. P30559. CHO-OTR cells, Fluo-8 calcium fluorescence, potentiator mode; 0% = oxytocin EC15, 100% = EC100. activation, % at 3 µM. 0.061% of 320,000 active;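 active means activation above that plate's cutoff, the mean activation of tested compounds plus 3 SD, cut at about 6.6% in these data, passing the limit was not always enough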;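 further: 100% uses oxytocin at 75 nM as the full agonist control; some results filed as inactive read as strong as hits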
Target sequence (P30559 whole entry, looked up): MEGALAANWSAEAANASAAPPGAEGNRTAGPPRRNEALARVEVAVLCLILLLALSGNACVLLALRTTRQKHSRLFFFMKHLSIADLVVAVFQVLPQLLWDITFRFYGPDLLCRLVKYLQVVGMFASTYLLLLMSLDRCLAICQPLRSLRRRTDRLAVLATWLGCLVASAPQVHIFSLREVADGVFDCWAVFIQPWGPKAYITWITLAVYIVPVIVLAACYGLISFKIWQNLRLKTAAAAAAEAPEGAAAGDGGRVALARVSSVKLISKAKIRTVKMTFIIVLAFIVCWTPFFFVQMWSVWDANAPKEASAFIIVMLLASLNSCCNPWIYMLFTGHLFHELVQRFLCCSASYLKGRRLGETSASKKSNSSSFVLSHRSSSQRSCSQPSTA
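Assay system: CHO cell line stably expressing human OTR. Reagent: EC15 oxytocin agonist. Dosing: single dose, 3.0 µM nominal final compound concentration. Timing: compound 6 min at room temperature before oxytocin, 100 s read. Signal: kinetic Fluo-8 calcium fluorescence. Controls: oxytocin EC15 low and EC100 high.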
M1 ag parental = counter-screen for M1 agonists: effect in parental CHO-K1 cells | Fluo-8 calcium fluorescence; scaled to maximal ATP response, vehicle zero | activation, % at 3 µM | 0.48% of 360,000 active | AID 602248; in the data active means activation above about 15%;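 further: untransfected CHO-K1 host cells lacking M1 receptor as counterscreen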
TAAR1 antag = antagonists of human TAAR1; CHO RD-HGA16 TAAR1, Fluo-8 calcium fluorescence, antagonist; inhibition, % at 3 µM; 1.5% of 360,000 active;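 active means inhibition above a per-plate cutoff, the mean inhibition of test compounds on that plate plus 3 SD, cut at about 49% in these data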;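 further: 0% = DMSO plus EC80 beta-PEA response and 100% = DMSO alone without agonist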
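Test system: RD-HGA16 CHO cells with stable hTAAR1 and Gα16 / Probe or stimulus: EC80 β-phenethylamine stimulus / Times: seeding 17-24 h prior, 75-min 37 °C, 30-min RT dye loading / Detection: Fluo-8 calcium-sensitive fluorescence / Read-out basis: % inhibition scaled between DMSO and EC80 PEA controls / Repeats: singlicate, one well per test compound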
CHO-K1 Ca antag = counter-screen for M1 antagonists: effect in parental CHO-K1 cells | ATP-induced calcium, Fluo-8 fluorescence | inhibition, % at 3 µM | 0.6% of 360,000 active;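 active means inhibition above a per-plate cutoff, the plate's mean sample inhibition plus 3 SD, cut at about 24% in these data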;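 further: 0% = DMSO plus EC80 ATP and 100% = DMSO alone without ATP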
CHO-K1 Ca PAM = counter-screen for M1 PAMs: effect in parental CHO-K1 cells; ATP EC20, Fluo-8 calcium fluorescence; 0% at ATP EC20, 100% at ATP max; activation, % at 3 µM; 0.02% of 360,000 active;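 active means activation above the run cutoff, the mean activation of all test compounds plus 3 SD, cut at about 40% in these data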;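 further: peak over basal fluorescence ratio in a 140 s read after ATP addition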
* = called active by the depositor; . = not tested or not shown.

SMILES	CHO parental Ca	CHRM1 agonist	V1aR counter	TAAR1 agonist	OXTR potentiate	M1 ag parental	TAAR1 antag	CHO-K1 Ca antag	CHO-K1 Ca PAM
Cc1cc2nc(/C=C/c3nc4cc(C)c(C)cc4[nH]3)[nH]c2cc1C	-8	-4	0.9	0	-1	0.0	-24	-10	-6
CC(=O)Oc1c(C)c(OC(C)=O)c2c(c1C(C)=O)OC1CC(=O)C(C(C)=O)=C(O)C21C (stereo unspecified)	-22	1	0.8	2	-9	-0.3	8	5	-11
CCOC(=O)/C(=N/Nc1ccc(Cl)cc1)S(=O)(=O)c1ccccc1	-24	-5	0.0	5	-5	0.2	21	-18	23
CCC(=O)Nc1c2c(nn1-c1ccc(F)cc1)CS(=O)C2 (stereo unspecified)	4	-2	0.2	2	-1	0.2	-14	-18	17
CCC(=O)Nc1ccc(C(=O)OCc2ccccc2)cc1	2	-1	1.0	4	-22	1.9	3	-8	-6
Cc1cccc(NC(=O)c2cccc([N+](=O)[O-])c2O)c1C	.	7	.	5	.	9.0	2	-12	12
CC(=O)Nc1ccc(NC(=O)CN(c2ccc(C34CC5CC(CC(C5)C3)C4)cc2)S(C)(=O)=O)cc1	-6	3	1.5	4	2	0.7	2	-15	15
CC(=O)Oc1cc2c(C(C)=O)coc2c2ccccc12	-8	-3	-0.9	14	-14	0.5	-12	-8	23
O=C1C(C2=NC(c3ccccn3)C3C(=O)N(c4ccc(Cl)cc4Cl)C(=O)C23)=C(O)c2ccccc21 (stereo unspecified)	-6	-3	-0.6	-2	7	0.4	-17	-17	13
CC(=O)c1ccc(S(=O)(=O)Nc2ccc(C(=O)N3CCC3)cc2)cc1	.	-5	.	3	.	0.1	-21	-4	6
COc1ccccc1NC(=O)c1cc(OC)c(OC)cc1[N+](=O)[O-]	-15	-8	-0.6	8	-3	16*	8	10	1
CCOC(=O)N1CCN(CC(=O)Nc2c(C(=O)OC)[nH]c3cccc(Cl)c23)CC1	-5	0	1.2	.	-6	1.9	.	8	-8
Cc1cc(C)c2c(n1)sc1c(=O)n(-c3ccccc3)c(=O)[nH]c12	-7	-7	0.9	0	-7	0.2	4	12	17
COc1ccc(C)cc1NC(=O)CCN1CCN(c2ccccc2)CC1	-21	-10	-1.1	-2	-14	0.8	-11	-9	2
CCOC(=O)c1c(C)oc2c1c1c(c3ccccc32)OCN(Cc2ccccn2)C1	-18	-2	0.8	4	-11	1.0	17	0	11
Cc1ccc2cccc(NC3OC(=O)c4ccccc43)c2n1 (stereo unspecified)	-11	-4	0.6	9	-2	0.3	6	1	10
Cc1cc(=O)n(-c2ccc3ccccc3n2)[nH]1	-6	-2	0.5	-1	-14	-0.3	12	6	-1
COc1cccc(OC)c1C(=O)NC(=O)Nc1c(F)c(F)c(F)c(F)c1F	-26	-6	-1.5	6	-3	-0.2	-8	-15	15
Oc1cc(OCc2ccccc2)ccc1-c1[nH]ncc1-c1ccccc1	20	10	-0.6	1	-9	0.2	12	2	-18
Cc1ccsc1CN(C)C(=O)c1cc(S(=O)(=O)N2CCOCC2)ccc1N1CCCC1	-19	-3	0.4	22	-7	1.0	41	5	13
CC1(C)OC(=O)C(=CNNc2c(Cl)cc(Cl)cc2Cl)C(=O)O1	-10	-4	0.7	0	-8	2.8	-16	-10	13
Cc1[nH][nH]c(=O)c1C(c1ccc(-c2cccc(C(=O)O)c2)o1)c1c(C)[nH][nH]c1=O	-4	-4	-0.4	1	1	-0.7	-19	9	4
Cc1ccc(C(=O)Nc2ccc3cn[nH]c3c2)cc1S(=O)(=O)N1CCCCC1	-4	1	4.9	20	-9	4.1	17	-9	10
COc1cccc(-n2ccn(CC(=O)NCCc3ccccc3)c(=O)c2=O)c1	-3	0	0.1	2	-10	-0.2	-13	14	2
CNC(=S)NNC(=O)c1c(C)nc2cc(C)ccn12	-9	-2	-0.9	1	-4	3.0	-28	-3	3

Next section, overlapping the part above by 2 compounds.
SMILES	CHO parental Ca	CHRM1 agonist	V1aR counter	TAAR1 agonist	OXTR potentiate	M1 ag parental	TAAR1 antag	CHO-K1 Ca antag	CHO-K1 Ca PAM
COc1cccc(-n2ccn(CC(=O)NCCc3ccccc3)c(=O)c2=O)c1	-3	0	0.1	2	-10	-0.2	-13	14	2
CNC(=S)NNC(=O)c1c(C)nc2cc(C)ccn12	-9	-2	-0.9	1	-4	3.0	-28	-3	3
COc1ccc(C(C)=O)cc1CSc1nnc(Nc2ccc(C)cc2C)s1	-14	-10	0.8	-3	-17	1.4	7	4	13
COCCn1c(SCC(=O)Nc2ccc(F)cc2)nc2ccccc2c1=O	-5	-4	-0.3	4	-14	0.9	4	-8	19
Cc1csc(=O)n1CC(=O)OC(C)C(=O)Nc1ccc(F)c(F)c1F (stereo unspecified)	-17	-1	3.2	0	-2	0.8	-5	2	4
COc1ccccc1CNC(=O)[C@H](C)N1C(=O)N2CCc3c([nH]c4ccccc34)[C@@]2(C)C1=O	-16	-2	4.3	2	-7	1.5	-3	-4	14
Cc1ccc(O)c(-c2cc(C(=O)NCc3ccc4c(c3)OCO4)[nH]n2)c1	0	-6	1.7	2	-11	6.0	13	-9	16
COc1cc(CC(=O)OCC(=O)NCc2ccc(C)cc2)cc(OC)c1OC	-21	0	0.0	24	-4	0.1	-7	-19	18
O=C(Nc1cccc(F)c1)C1CCCN(S(=O)(=O)c2ccccc2)C1 (stereo unspecified)	-12	1	9.5	0	-11	7.0	-12	-7	17
CN(C)CCCNC1CS(=O)(=O)CC1O (stereo unspecified)	0	-2	0.6	21	0	0.3	-10	17	2
CC(=O)Nc1ccc(S(=O)(=O)NCCC(=O)N2CCC(Cc3ccccc3)CC2)cc1	-12	3	2.9	4	-11	2.7	-8	-2	5
N#Cc1nc(Nc2cccc(Cl)c2)c2ncn(C3CCCC3)c2n1	-29	0	1.3	19	-1	0.0	75*	-5	-17
Cc1ccc(-n2[nH]c(C)c(/C=N/Nc3ccc([N+](=O)[O-])cc3[N+](=O)[O-])c2=O)cc1C	-18	4	1.2	5	-10	0.0	8	-2	2
COc1ccccc1NC(=O)Cn1cnc2c(cnn2-c2ccccc2)c1=O	-20	-1	3.7	2	-21	1.3	7	-6	13
Cn1c(C(=O)N2CCCC(C(=O)NCc3ccccc3)C2)cc2sccc21 (stereo unspecified)	-25	-3	3.0	3	-2	4.1	-42	-11	10
Cc1cccc(N2CCN(CC(O)COc3ccccc3)CC2)c1 (stereo unspecified)	.	0	.	3	.	0.7	-26	-20	24
CCn1c(C2CC(=O)N(c3ccc(C)c(C)c3)C2)nc2ccccc21 (stereo unspecified)	-10	-8	2.6	8	-10	3.4	-6	1	7
CC(=O)Nc1ccc(NC(=O)COC(=O)c2ccc(S(=O)(=O)N(C)c3ccccc3)cc2)cc1	.	-5	.	4	.	0.6	26	-5	-2
CCC(C)Sc1ccc([C@@H]2[C@H]3C(=O)N(CC)C(=O)[C@H]3[C@]3(C(=O)OC)CCCCN23)cc1 (stereo partly specified)	-37	-5	1.2	3	-6	-0.2	11	-15	-16
COc1ccccc1CNC(=O)C1CCCN(S(=O)(=O)c2ccc3c(c2)C(C)(C)C(=O)N3C)C1 (stereo unspecified)	-8	-2	0.4	1	-6	0.9	-1	3	13
CC(=O)N1C(=O)NC(c2ccccc2)=C([N+](=O)[O-])C1c1ccccc1 (stereo unspecified)	-3	-4	0.8	0	2	0.8	16	-13	18
COc1ccccc1CN1CCC(n2nccc2NC(=O)c2ccccc2Cl)CC1	-20	-5	0.4	1	-1	2.7	-15	-22	18
CC(=O)/C(N=Nc1nc2c([nH]1)c(=O)n(C)c(=O)n2C)=C(\C)O	-11	-2	0.9	-1	1	-0.1	-22	-1	1
COc1ccc2c(c1)c(CCNNC(=O)C(C)(C)C)c(C)n2C(=O)c1ccc(Cl)cc1	-19	-3	0.6	0	-7	0.0	9	-16	27
Cc1cc(-c2nn(-c3ccccc3F)cc2CN2CCCC(CO)C2)c(C)s1 (stereo unspecified)	-22	-11	3.0	4	-10	0.4	-25	3	3
CCCOc1ccc(N2C(=O)CC(NCc3cccs3)C2=O)cc1 (stereo unspecified)	-11	-3	0.9	0	-8	-0.2	-10	-7	20
COc1ccc(-c2nc3cccc(C)n3c2NCC2CCCO2)cc1O (stereo unspecified)	2	-3	1.3	15	-2	6.2	65*	-15	11
SMILES	CHO parental Ca	CHRM1 agonist	V1aR counter	TAAR1 agonist	OXTR potentiate	M1 ag parental	TAAR1 antag	CHO-K1 Ca antag	CHO-K1 Ca PAM
O=C(c1ccccc1)c1ccc(-c2ccc(O)cc2)cc1	.	-3	.	0	.	1.8	3	-5	-18
Cc1cc(NS(=O)(=O)c2ccc(NC(=O)CSc3nc4sc(C)c(C)c4c(=O)[nH]3)cc2)no1	-10	-5	0.6	5	0	0.0	4	-17	11
CCc1cn(C2CC(O)C(CO)O2)c(=O)[nH]c1=O (stereo unspecified)	-2	-5	0.9	15	-1	0.2	-12	-5	10
COCCN(CCOC)Cc1cc(=O)oc2cc3c(cc12)CCC3	-12	-5	-0.3	-1	-4	0.8	5	0	12
CCCN1CCN(C(=O)Nc2ccc(C(=O)OCC)cc2)CC1	-14	-6	1.5	8	2	1.1	9	-11	24
Cc1[nH][nH]c(=O)c1C(c1cc(Br)ccc1O)c1c(C)[nH][nH]c1=O	-5	-5	0.2	4	1	0.8	5	5	-10
Cc1ccc(Cn2c(CCCO)nc3ccccc32)cc1	-3	-7	-0.4	4	-11	1.8	-17	-10	16
Cn1ncc(Cl)c(Oc2ccc(Cl)cc2)c1=O	0	-10	-1.6	-1	7	-0.2	-16	-4	17
Cc1ccc(NC(=S)N2CCN(c3ncccn3)CC2)c(C)c1	-7	-1	0.2	2	-4	5.7	-11	14	-11
COc1cc(OC)cc(-c2cc3cc4c(cc3cn2)OCO4)c1	-13	-5	-1.4	.	-5	-0.6	.	-6	3
CCOC(=O)N1CCN(Cc2nc3c(c(=O)n(C)c(=O)n3C)n2Cc2ccccc2)CC1	-12	-6	-1.0	0	4	0.1	-19	-2	6
Cc1[nH]ncc1-c1nc2ccccc2[nH]1	2	-3	1.2	1	-2	1.0	-7	-9	-12

Five compounds from above, limited to CHO parental Ca, OXTR potentiate and CHO-K1 Ca PAM:
| Molecule | CHO parental Ca | OXTR potentiate | CHO-K1 Ca PAM |
| --- | --- | --- | --- |
| Cn1ncc(Cl)c(Oc2ccc(Cl)cc2)c1=O | 0 | 7 | 17 |
| Cc1ccc(NC(=S)N2CCN(c3ncccn3)CC2)c(C)c1 | -7 | -4 | -11 |
| COc1cc(OC)cc(-c2cc3cc4c(cc3cn2)OCO4)c1 | -13 | -5 | 3 |
| CCOC(=O)N1CCN(Cc2nc3c(c(=O)n(C)c(=O)n3C)n2Cc2ccccc2)CC1 | -12 | 4 | 6 |
| Cc1[nH]ncc1-c1nc2ccccc2[nH]1 | 2 | -2 | -12 |

Screening results (PubChem)
